From PubChem
EWS-Fli inh – EWS/Fli-driven NR0B1 reporter inhibitors, primary screen, A673 cells, NR0B1 luciferase, luminescence, MLPCN library. viability-normalised. inhibition, % at 12.6 µM. 0.67% of 350,000 active. AID 651661, 2012;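 active means mean inhibition of at least 50% after viability correction, with every replicate also passing that limit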;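 further: firefly luciferase signal divided by Alamar Blue viability fluorescence both relative to DMSO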
LGR2 antag – inhibitors of bursicon-induced LGR2 CRE-luciferase signal, primary screen, cell-based, HEK293, CRE-luciferase reporter, bursicon stimulation. bursicon-stimulated, 4 h. inhibition, % at 9.99 µM. 0.35% of 380,000 active. AID 720647, 2013;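 active means drop in luminescence signal, shown as inhibition above about 50% in the replicate tests, limit read from the data, passing the limit was not always enough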;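 further: agonist challenge used bursicon conditioned medium at about half maximal strength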
PGC1a acetyl inh – inhibitors of PGC1a acetylation signal, primary screen, cell-based, U2OS, AlphaScreen, inhibitor mode; AlphaScreen anti-acetyl-lysine; with virally co-expressed GCN5 acetyltransferase; 0.17% of 350,000 active; AID 651687, 2012; inhibition, % at 15.6 µM;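 active means every replicate shows inhibition of at least 40%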;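 further: 0% = neutral control wells and 100% = positive control wells; some results beyond the cut were filed as inactive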
FN deposition inh – inhibitors of fibronectin matrix deposition, primary screen, AH1F cells, Alexa488-fibronectin fluorescence, plate reader; AH1F fibroblasts, overnight; inhibition, % at 12.6 µM; 0.086% of 350,000 active; AID 743247, 2014;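 active means mean inhibition across replicates of 30% or more, regardless of how many single replicates reach that level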;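 further: positive control wells lacked labelled fibronectin entirely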
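Assay system: AH1F fibroblasts assembling fluorescent fibronectin matrix; Amount: 10000 AH1F cells per well; Buffer or medium: DMEM, 2% serum; Probe or stimulus: Alexa488-fibronectin, 24 nM final in well; Doses: single compound dose, delivered by pin transfer; Incubation: 1 h adhesion, overnight exposure; Measured by: fluorescence 485/525 nm; Read-out: fibronectin deposition inhibition.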
ERAP1 HTS inh – human ERAP1 aminopeptidase inhibitors, primary screen, biochemical, single point, plate reader | Endoplasmic reticulum aminopeptidase 1 (Homo sapiens), Q9NZ08 | recombinant ERAP1, Leu-AMC fluorescence, 60 min | inhibition, % at 10.7 µM | 0.15% of 340,000 active | AID 652197, 2013;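 active means mean replicate inhibition of at least 30%, or all replicates individually reaching that 30% level; inactive means mean below 30% and not every replicate reaching it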;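 further: 0% = neutral control wells and 100% = L-leucinethiol positive control wells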
Target sequence (Q9NZ08 whole entry, looked up): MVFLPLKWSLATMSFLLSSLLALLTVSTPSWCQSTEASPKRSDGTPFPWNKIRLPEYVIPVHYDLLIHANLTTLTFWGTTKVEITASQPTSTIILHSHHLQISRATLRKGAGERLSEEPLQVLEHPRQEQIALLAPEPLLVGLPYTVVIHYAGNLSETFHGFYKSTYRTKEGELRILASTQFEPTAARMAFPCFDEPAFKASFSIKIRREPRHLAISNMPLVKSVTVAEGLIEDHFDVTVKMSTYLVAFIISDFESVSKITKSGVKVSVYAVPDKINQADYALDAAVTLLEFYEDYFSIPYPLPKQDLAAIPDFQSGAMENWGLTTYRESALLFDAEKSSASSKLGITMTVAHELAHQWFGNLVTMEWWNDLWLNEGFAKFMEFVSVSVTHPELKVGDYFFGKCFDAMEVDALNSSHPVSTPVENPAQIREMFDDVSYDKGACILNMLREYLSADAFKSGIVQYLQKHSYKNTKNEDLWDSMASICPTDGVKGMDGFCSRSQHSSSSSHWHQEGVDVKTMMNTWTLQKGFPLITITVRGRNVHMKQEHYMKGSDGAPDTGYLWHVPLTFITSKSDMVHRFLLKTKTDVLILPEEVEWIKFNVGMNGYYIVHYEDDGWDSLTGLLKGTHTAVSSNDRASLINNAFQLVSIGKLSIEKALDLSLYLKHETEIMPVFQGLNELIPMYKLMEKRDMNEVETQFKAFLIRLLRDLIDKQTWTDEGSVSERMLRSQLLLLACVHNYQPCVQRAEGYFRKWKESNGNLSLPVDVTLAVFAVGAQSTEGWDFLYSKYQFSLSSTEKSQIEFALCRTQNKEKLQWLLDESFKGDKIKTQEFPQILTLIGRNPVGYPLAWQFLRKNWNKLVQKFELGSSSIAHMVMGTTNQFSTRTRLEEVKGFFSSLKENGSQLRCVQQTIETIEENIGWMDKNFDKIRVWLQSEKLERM
S100A4 MyoIIA – inhibitors of S100A4-myosin IIA peptide binding, primary screen, biochemical, fluorescence polarization, TAMRA-MyoIIA peptide | Protein S100-A4 (Homo sapiens), P26447 | inhibition, % at 10.7 µM | 0.14% of 360,000 active | AID 652163, 2013;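 active means mean inhibition of at least 70% across replicates, with every replicate also reaching that level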
Target sequence (P26447 whole entry, looked up): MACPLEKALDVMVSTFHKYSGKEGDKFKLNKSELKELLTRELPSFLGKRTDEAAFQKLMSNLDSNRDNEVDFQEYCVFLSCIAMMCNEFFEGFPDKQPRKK
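Test system: S100A4 monomer protein; Medium: HEPES pH 7.2 with CaCl2, KCl, NaCl, DTT, Triton; Probe or stimulus: TAMRA-labelled myosin IIA heavy-chain peptide probe, 5 nM; Doses: one dose per compound; Times: polarization read 5 min after assay mix addition, stable 5–60 min; Benchmarks: neutral control DMSO, positive control TFP.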
PAX8 inh HTS – inhibitors of PAX8-driven TPO luciferase reporter, primary screen, RMG-I cells, single concentration. inhibition, % at 12.6 µM. SteadyGlo, 24 h. 1.2% of 360,000 active;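 active means mean replicate inhibition at least 60% with every replicate also reaching 60%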;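 further: luciferase light reporting Pax8 driven TPO promoter activity; plate controls were median of neutral control wells for no effect and mitoxantrone controls for full effect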
PglD DTNB – C. jejuni PglD acetyltransferase inhibitors, primary screen, biochemical, DTNB colorimetric, single point | UDP-N-acetylbacillosamine N-acetyltransferase PglD (Campylobacter jejuni) | purified PglD enzyme, DTNB colorimetric CoA detection | inhibition, % at 12.5 µM | 0.098% of 360,000 active | AID 602405, 2012; in the data active means inhibition above about 16%, passing the limit was not always enough; further: strong numbers were not always called active
Active calls of the source: *; · = not tested or not shown; & = joins results of further samples.

SMILES	EWS-Fli inh	LGR2 antag	PGC1a acetyl inh	FN deposition inh	ERAP1 HTS inh	S100A4 MyoIIA	PAX8 inh HTS	PglD DTNB
CC(C)CCOCc1nc2sc3c(c2c(=O)[nH]1)CCC(C)C3 (stereo unspecified)	-53	-5	-3	·	-4	-2	·	1
CC(=O)Nc1ccc(S(=O)(=O)NCc2cn3c(C)csc3n2)cc1	·	-10	-12	12	·	·	·	-4
CNC(CC(C)C)C(=O)NC1C(=O)NC(CC(N)=O)C(=O)NC2C(=O)NC3C(=O)NC(C(=O)NC(C(=O)O)c4cc(O)cc(O)c4-c4cc3ccc4O)C(O)c3ccc(c(Cl)c3)Oc3cc2cc(c3OC2OC(CO)C(O)C(O)C2OC2C[C@](C)(N)C(O)C(C)O2)Oc2ccc(cc2Cl)C1O (stereo partly specified)	5	-3	6	-10	-4	17	-17	0
COc1cc(C(=O)NCCC(c2ccccc2)c2ccccc2)cc(OC)c1OC	12	15	-17	-5	3	-15	24	-2
CCO[C@@H]1OC(C(=O)N2CCN(Cc3ccc4c(c3)OCO4)CC2)=C[C@H](C(C)(C)C)[C@H]1CCCO	0	·	-8	·	-1	17	-14	0
C[C@@H]1CN([C@@H](C)CO)S(=O)(=O)c2ccc(Br)cc2O[C@H]1CN(C)Cc1ccccn1	6&4&5	-5&3	-15&-49&-52	-5&-5	-5&0&1	6&23&5	15	2&2&2
COc1ccc2c3c(n(C)c2c1)[C@H](CO)N(C(=O)CN(C)C)CC31CCN(C(=O)NC(C)C)CC1	-12	7	-3	·	-3	0	-30	·
CN(Cc1cn(-c2ccccc2)nc1-c1cc2ccccc2o1)C(=O)CCC(=O)O	-12	-46	-28	-9	4	-2	-21	·
CCn1c(SCC(=O)Nc2ccc(NC(C)=O)cc2)nc2c([nH]c3ccccc32)c1=O	5	13	·	·	1	-18	21	3
Cc1ccsc1/C=C/C1=Cc2c(sc(NC(=O)CSc3n[nH]c(N)n3)c2C#N)C(C)(C)C1	·	3	-32	-9	·	·	·	3
CCOc1ccc(C(=O)CN2C(=O)NC3(CCCc4ccccc43)C2=O)cc1 (stereo unspecified)	3	1	-42	-16	2	-2	4	4
COc1ccc(-c2nc3ccc(Cl)cn3c2Cc2ccsc2)cc1OC	-15	-38	-11	-1	-3	-1	-14	2
CC(=O)C12C3C4C(C5C1C3C5(Br)C41OCCO1)C21OCCO1 (stereo unspecified)	·	6	6	4	·	·	18	0
NS(=O)(=O)c1ccc(CCNC(=O)c2cc(-c3ccccc3)nc3ccccc23)cc1	·	-28	6	2	·	·	-9	9
O=C(Nc1ccc2c(c1)OCCO2)C(C1CC1)N1CCN(C/C=C/c2ccccc2)CC1 (stereo unspecified)	5	-6	7	9	-3	-5	-2	0
Cc1cccc(N=Nc2c(C)[nH]n(C(N)=S)c2=O)c1C	-27	-9	·	-4	7	2	-16	·
COc1cccc(C2SCC(=O)N2c2ccc(C)cc2)c1OC (stereo unspecified)	1	25	·	-4	-3	-4	23	5
CN(C)C(=O)C[C@H]1CC[C@@H]2[C@@H](COc3ccc(NC(=O)C4CCC4)cc3C(=O)N2C)O1	-6	-9	10	-2	3	1	·	·
O=C(Nc1nc2c(s1)CN(Cc1ccccc1)CC2)C1CCCC1	-19	-55	3	2	13	-1	-23	·
COc1ccc(S(=O)(=O)N2c3ccccc3OCC2CC(=O)O)cc1 (stereo unspecified)	8	-8	·	-1	-6	5	13	·
C#CCN(N(C)c1ncc(C(F)(F)F)cc1Cl)S(=O)(=O)c1ccc2ccccc2c1	·	·	-17	7	·	·	-3	-9
C[C@@H]1CN([C@H](C)CO)C(=O)Cc2cc(NC(=O)CCN3CCOCC3)ccc2O[C@@H]1CN(C)Cc1ccc(C(F)(F)F)cc1	-11	5	21	·	2	4	11	-1
O=C(c1cccnc1)N1CC2(C1)[C@@H](c1ccccc1)[C@H](CO)N2C(=O)C1CCC1	-1	6	4	·	-2	4	-5	·
O=C(COC(=O)C(Cc1ccccc1)NC(=O)c1ccc(Cl)cc1)c1ccc(Cl)cc1 (stereo unspecified)	4	-25	·	·	3	-4	-11	·
CCSc1nnc(Cn2c(=O)sc3ccccc32)n1-c1ccccc1C	-13	0	-10	7	·	-3	-12	8
CCCCc1ccc(S(=O)(=O)NC2CCS(=O)(=O)C2)cc1 (stereo unspecified)	17	7	·	-2	-2	-2	-2	·
CNC[C@H]1Oc2ncc(-c3ccc(C)cc3)cc2C(=O)N([C@H](C)CO)C[C@H]1C	24	-5	-18	7	0	-12	3	-1
COc1ccc(NC(=O)Nc2ccc3c(c2)CC(=O)N([C@@H](C)CO)C[C@H](C)[C@H](CN(C)C(=O)Nc2cccc4ccccc24)O3)cc1	7	-14	-10	·	·	·	17	-2
COCCNC(=S)N(CCc1c(C)[nH]c2ccc(OC)cc12)Cc1cccnc1	7	0	3	0	-1	-6	-3	3
N#Cc1ccc(C(C(=O)NCc2ccccc2)n2c(=O)c(-c3ccco3)nc3ccccc32)cc1 (stereo unspecified)	-4	-10	·	-2	·	0	32	·
CCn1c2ccccc2c2cc(NC(=O)c3ccc(=O)oc3)ccc21	13	-4	5	-1	-3	-4	28	-1
Cc1cc(Br)cn2c(Cc3cccc(F)c3)c(-c3cccc(Br)c3)nc12	-4	-5	-6	2	-2	-18	39	0
CC(=O)Nc1ccc(S(=O)(=O)NC2(C(F)(F)F)C(=O)NC(C)=C2C#N)cc1 (stereo unspecified)	-7	-22	9	3	-1	10	-2	·
CN1C(=O)c2cc(NS(C)(=O)=O)ccc2OC[C@H]2O[C@@H](CC(=O)NC3CCCCC3)CC[C@H]21	-5	-18	·	-12	-2	0	-17	4
Cc1ccc(O)c(NC(=S)NC(=O)Cc2ccc(Cl)cc2)c1	21	-7	·	16	1	-6	-10	0
C[C@@H]1CN([C@H](C)CO)C(=O)c2cc(C#CC3CC3)cnc2O[C@@H]1CN(C)C(=O)c1ccccc1	-8	-13	7	·	-3	-6	·	-3
CCNC(=O)C[C@H]1C=C[C@@H](NC(=O)C2CCC2)[C@H](CO)O1	-4	·	5	·	2	-9	·	-3
CCO[C@@H]1OC(C(N)=O)=C[C@H](c2ccc(Br)cc2)[C@H]1CCCO	7	15	9	-5	-1	8	1	0
Cc1nn(-c2ccccc2)c(-n2cccc2)c1C(=O)O	·	-8	·	3	·	·	-17	8
O=C(C1CC1)N1CC[C@H]2[C@H](CO)Nc3ccc(-c4ccc(F)cc4)cc3[C@H]21	0	-6	8	1	0	9	7	1

Eleven entries from above, ordered by number of heavy atoms, rising:
SMILES	EWS-Fli inh	LGR2 antag	PGC1a acetyl inh	FN deposition inh	ERAP1 HTS inh	S100A4 MyoIIA	PAX8 inh HTS	PglD DTNB
Cc1nn(-c2ccccc2)c(-n2cccc2)c1C(=O)O	·	-8	·	3	·	·	-17	8
Cc1ccc(O)c(NC(=S)NC(=O)Cc2ccc(Cl)cc2)c1	21	-7	·	16	1	-6	-10	0
CC(=O)Nc1ccc(S(=O)(=O)NCc2cn3c(C)csc3n2)cc1	·	-10	-12	12	·	·	·	-4
COc1ccc(S(=O)(=O)N2c3ccccc3OCC2CC(=O)O)cc1 (stereo unspecified)	8	-8	·	-1	-6	5	13	·
Cc1cc(Br)cn2c(Cc3cccc(F)c3)c(-c3cccc(Br)c3)nc12	-4	-5	-6	2	-2	-18	39	0
O=C(C1CC1)N1CC[C@H]2[C@H](CO)Nc3ccc(-c4ccc(F)cc4)cc3[C@H]21	0	-6	8	1	0	9	7	1
CCOc1ccc(C(=O)CN2C(=O)NC3(CCCc4ccccc43)C2=O)cc1 (stereo unspecified)	3	1	-42	-16	2	-2	4	4
COc1cc(C(=O)NCCC(c2ccccc2)c2ccccc2)cc(OC)c1OC	12	15	-17	-5	3	-15	24	-2
O=C(COC(=O)C(Cc1ccccc1)NC(=O)c1ccc(Cl)cc1)c1ccc(Cl)cc1 (stereo unspecified)	4	-25	·	·	3	-4	-11	·
O=C(Nc1ccc2c(c1)OCCO2)C(C1CC1)N1CCN(C/C=C/c2ccccc2)CC1 (stereo unspecified)	5	-6	7	9	-3	-5	-2	0
CCO[C@@H]1OC(C(=O)N2CCN(Cc3ccc4c(c3)OCO4)CC2)=C[C@H](C(C)(C)C)[C@H]1CCCO	0	·	-8	·	-1	17	-14	0

(further entries)
SMILES	EWS-Fli inh	LGR2 antag	PGC1a acetyl inh	FN deposition inh	ERAP1 HTS inh	S100A4 MyoIIA	PAX8 inh HTS	PglD DTNB
C[C@@H]1ON(C)[C@H]2C[C@H]3c4[nH]c5c(-c6ccc(C(F)(F)F)cc6)cccc5c4CCN3C(=O)[C@@H]12	16	-33	·	0	-1	-7	10	·
CCOc1ccc(NC(=O)CCN2C(=S)NC(C)(C)CC2C)cc1 (stereo unspecified)	-6	12	·	-10	1	-6	0	·
C[C@@H]1CCCCO[C@@H](CN(C)C(=O)CCCN(C)C)[C@@H](C)CN([C@H](C)CO)C(=O)c2cc(NC(=O)Nc3cccc4ccccc34)ccc2O1	-3	4	2	·	-6	0	-23	4
COCCNC(=O)C1(C)CCCN(Cc2cc(C)ccc2C)C1 (stereo unspecified)	0	3	1	-1	4	-19	·	3
Cc1nc(SCC(=O)NC(C)(C)C)c2c(-c3cccs3)csc2n1	4	15	·	·	-4	0	12	·
c1csc(CNc2ncnc3ccc(-c4ccc5c(c4)OCCO5)cc23)c1	-7	16	6	6	2	3	1	1
COc1cc(/C=C2\COC/C(=C\c3ccc(O)c(OC)c3)C2=O)ccc1O	77*	·	-90	1	0	6	53	-12
O=C(O)COc1ccccc1/C=N/NC(=O)CSc1nc2ccccc2c(=O)n1-c1ccccc1	-5	9	2	8	2	-2	-10	-7
CNC(=S)N/N=C/c1c2ccccc2c(Cl)c2ccccc12	18	7	6	5	0	1	-7	1
CC[n+]1c(C)n(C)c2cc(S(=O)(=O)N(C)C)ccc21	3	9	4	-22	51*	-6	-5	·
O=C(C[C@H]1CC[C@@H]2NC[C@H](O)COC[C@H]2O1)NC1Cc2ccccc2C1	-9	-8	3	-24	0	6	-12	-2
COc1ccc(CCNC(=O)C2CCCN(S(=O)(=O)N3CCCCCC3)C2)cc1OC (stereo unspecified)	·	-9	-1	-9	2	-4	-3	-1
CNC[C@@H]1OCCCC[C@H](C)Oc2ccc(NC(=O)c3ccccc3)cc2C(=O)N([C@@H](C)CO)C[C@@H]1C	-5	-19	-40	·	6	2	-1	-41
CCCC(O)(CCC)C(=O)NN(C(=O)CCl)c1ccccc1	-2	-6	·	-3	2	-3	-7	·
